High-throughput results deposited in PubChem by The Scripps Research Institute Molecular Screening Center.
CHRM4 antagonist: human M4 muscarinic receptor antagonists, primary screen, CHO cells, Fluo-8 calcium fluorescence; actives 0.73% (n = 360,000); Muscarinic acetylcholine receptor M4 (Homo sapiens), P08173; inhibition, % at 3 µM; AID 624125, 2012; CHO-hM4 cells, ACh EC80;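 active = inhibition above its plate's cutoff, the mean inhibition of sample wells plus 3 SD, cut at about 27% in these data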;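 also: 0% = acetylcholine EC80 with DMSO and 100% = DMSO without agonist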
M1 PAM: human M1 muscarinic receptor positive allosteric modulators, primary screen, CHO-K1 cells, Fluo-8 calcium fluorescence, 1536-well; Muscarinic acetylcholine receptor M1 (Homo sapiens), P11229; CHO-K1 hM1, ACh EC20; 0% = ACh EC20, 100% = maximal ACh; activation, % at 3 µM; actives 0.088% (n = 360,000); AID 588819, 2011; in the data active = activation above about 19%, passing the limit was not always enough
Target sequence (P11229 whole entry, looked up): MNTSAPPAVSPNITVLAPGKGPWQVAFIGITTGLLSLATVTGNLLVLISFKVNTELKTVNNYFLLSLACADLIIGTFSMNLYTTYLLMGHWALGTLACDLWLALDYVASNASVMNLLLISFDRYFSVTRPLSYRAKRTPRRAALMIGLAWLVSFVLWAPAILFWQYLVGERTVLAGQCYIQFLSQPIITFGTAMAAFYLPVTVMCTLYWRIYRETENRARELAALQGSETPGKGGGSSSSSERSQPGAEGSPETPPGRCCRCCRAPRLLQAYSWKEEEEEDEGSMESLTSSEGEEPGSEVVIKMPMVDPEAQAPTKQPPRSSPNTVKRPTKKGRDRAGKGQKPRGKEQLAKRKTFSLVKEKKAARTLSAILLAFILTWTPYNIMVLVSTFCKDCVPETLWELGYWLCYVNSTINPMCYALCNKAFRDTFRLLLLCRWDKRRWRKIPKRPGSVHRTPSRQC
M1 antag: human M1 muscarinic receptor antagonists, primary screen, CHO-K1 cells, Fluo-8 calcium fluorescence, 1536-well | CHO-K1 hM1, ACh EC80 antagonist | AID 588852, 2011 | Muscarinic acetylcholine receptor M1 (Homo sapiens), P11229 | inhibition, % at 3 µM | actives 1.3% (n = 360,000);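 active = percent inhibition above its own plate's cutoff, namely the mean of that plate's compound wells plus 3 SD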;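 also: peak over basal fluorescence ratio during 140 s after agonist addition; 0% = ACh EC80 plus DMSO and 100% = DMSO alone without agonist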
CHRM5 agonist: human M5 muscarinic receptor agonists, primary screen, CHO-K1 cells, Fluo-8 calcium fluorescence | Muscarinic acetylcholine receptor M5 (Homo sapiens), P08912 | AID 624037, 2012 | CHO-K1 hM5 cells; 0% DMSO wells, 100% maximal acetylcholine response | actives 0.19% (n = 360,000) | activation, % at 3 µM;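 active = activation above the run's mean over test compounds plus 3 SD, cut at about 23% in these data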;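 also: signal is peak over basal fluorescence ratio across the kinetic read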
Target sequence (P08912 whole entry, looked up): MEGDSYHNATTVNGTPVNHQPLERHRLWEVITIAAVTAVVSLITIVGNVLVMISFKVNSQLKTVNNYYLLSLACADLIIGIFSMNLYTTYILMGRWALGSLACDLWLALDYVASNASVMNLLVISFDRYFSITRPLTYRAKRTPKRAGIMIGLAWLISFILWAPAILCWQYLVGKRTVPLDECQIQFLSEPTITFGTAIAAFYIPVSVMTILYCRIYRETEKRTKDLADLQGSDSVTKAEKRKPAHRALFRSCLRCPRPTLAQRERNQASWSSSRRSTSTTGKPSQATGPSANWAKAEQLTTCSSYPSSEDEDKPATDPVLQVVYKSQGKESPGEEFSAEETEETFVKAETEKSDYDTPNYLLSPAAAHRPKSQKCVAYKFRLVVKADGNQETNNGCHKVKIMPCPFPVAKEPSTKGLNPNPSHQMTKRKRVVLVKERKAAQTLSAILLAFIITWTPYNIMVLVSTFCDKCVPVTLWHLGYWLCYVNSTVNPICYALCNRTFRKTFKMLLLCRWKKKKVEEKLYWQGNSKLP
M5 antag: human M5 muscarinic receptor antagonists, primary screen, CHO cells, Fluo-8 calcium fluorescence; inhibition, % at 3 µM; CHO-hM5 cells, ACh EC80; actives 0.59% (n = 360,000);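 active = inhibition above a per-plate cutoff, the mean of that plate's test compounds plus 3 SD, cut at about 27% in these data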;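 also: 0% = acetylcholine EC80 with DMSO and 100% = DMSO without agonist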
TAAR1 agonist: human TAAR1 agonists, primary screen, Fluo-8 calcium fluorescence, CHO RD-HGA16 cells; Trace amine-associated receptor 1 (Homo sapiens), Q96RJ0; vehicle wells 0%, saturating PEA agonist 100%; activation, % at 3 µM; actives 0.99% (n = 360,000); AID 624467, 2012;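 active = activation above the mean activation of all test compounds in the run plus 3 SD, cut at about 38% in these data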
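Repeats: no replicates (n 1) | Material: CHO-derived RD-HGA16 cells with stable Gα16 and human TAAR1 | Technique: Kinetic Fluo-8 calcium fluorescence | Schedule: 17-24 h seeding, 75 min 37 °C dye, 30 min RT | Evaluation: % activation from peak over basal fluorescence ratio, DMSO-to-PEA scaled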
M1 ag: human M1 muscarinic receptor agonists, primary screen, Fluo-8 calcium fluorescence, CHO-K1 cells, HTS; activation, % at 3 µM; CHO-K1 hM1, agonist mode; 0% DMSO, 100% acetylcholine EC100; Muscarinic acetylcholine receptor M1 (Homo sapiens), P11229; actives 0.33% (n = 360,000);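 active = activation above the run's mean compound activation plus 3 SD, cut at about 16% in these data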;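 also: peak over basal fluorescence ratio within a 140 s kinetic read after compound addition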
CHRM5 PAM: human M5 muscarinic receptor positive allosteric modulators, primary screen, CHO-K1 cells, Fluo-8 calcium fluorescence | AID 624038, 2012 | CHO-K1 hM5, ACh EC20 PAM; 0% = ACh EC20, 100% = ACh EC100 | activation, % at 3 µM | actives 0.3% (n = 360,000) | Muscarinic acetylcholine receptor M5 (Homo sapiens), P08912;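 active = activation above the run cutoff, the mean activation of all test compounds plus 3 SD, cut at about 18% in these data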
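Replicates: One well per compound, no replicates | System: Human M5 receptor in CHO-K1 cells | Benchmarks: Low control EC20 acetylcholine (0%), high control EC100 acetylcholine (100%) | Probe or stimulus: Acetylcholine, EC20 level | Times: Fluo-8 loading 80 min at 37 °C plus 30 min room temperature | Signal: Intracellular calcium via Fluo-8 fluorescence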
M4 ag: human M4 muscarinic receptor agonists, primary screen, CHO-K1 cells, Fluo-8 calcium fluorescence | Muscarinic acetylcholine receptor M4 (Homo sapiens), P08173 | CHO-K1 hM4/Gqi5; vehicle 0%, full acetylcholine response 100% | activation, % at 3 µM | actives 0.14% (n = 360,000) | AID 624127, 2012;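 active = activation above the run mean over all test wells plus 3 SD, cut at about 32% in these data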;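 also: peak over basal fluorescence ratio per well then scaled between controls; 0% = DMSO wells and 100% = acetylcholine at EC100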
The depositor's hits bear a star; · = not tested or not shown.

nr	molecule	CHRM4 antagonist	M1 PAM	M1 antag	CHRM5 agonist	M5 antag	TAAR1 agonist	M1 ag	CHRM5 PAM	M4 ag
1	CCCOc1ccc(CNC(=S)NCc2ccc(OC(C)C)cc2)cc1	-9	1	-13	-4	7	0	-7	-2	1
2	O=C(Nc1cccnc1Cl)c1cc(-c2ccc(Cl)cc2)on1	5	2	3	-1	6	0	-2	3	1
3	CCCN1C2CCCC1CC(NC(=O)c1ccc(OC)cc1)C2 (centres undefined)	10	0	4	-1	6	0	-9	-2	1
4	C=CCn1c(CCNC(=O)c2ccccc2F)nnc1SCc1nc2ccccc2c(=O)[nH]1	-21	5	-4	-1	-7	14	-6	-1	2
5	CCOc1c2ccccc2nn1CCOC	8	7	-4	0	10	1	-2	1	0
6	Cc1ccc(NC(=O)N2CCCC2C(=O)Nc2ccc3c(c2)OCCO3)cc1 (centres undefined)	-5	14	-9	-1	-6	-4	0	5	0
7	COc1ccc(OC)c(NC(=O)c2ccc(OC3CSC3)cc2)c1	-1	7	-12	-8	1	2	-7	3	-1
8	CC(C)(C)n1cnc2cc(NC(=O)c3cccs3)ccc21	5	-5	16	5	-2	1	0	4	2
9	COc1ccc(N(C)S(=O)(=O)c2cccc(C(=O)N3CCN(Cc4ccc5c(c4)OCO5)CC3)c2)cc1	3	0	-6	1	12	5	-3	-11	15
10	O=C(NNC(=O)C12CC3CC(CC(Cl)(C3)C1)C2)c1csc(N2CCOCC2)n1	-7	7	-13	-5	1	0	-3	-6	2
11	C[C@@H]1CCCN1[C@H]1CS(=O)(=O)N[C@@H]1COCc1ccccc1	6	-3	13	0	-6	3	-9	3	1
12	Cc1cc(N2CCN(S(=O)(=O)c3ccc(C)c(C)c3)CC2)c2ccccc2n1	0	-19	24	-8	3	·	-7	-11	6

Given with one line to a screen: part of the list above
#1 CCCOc1ccc(CNC(=S)NCc2ccc(OC(C)C)cc2)cc1
#2 O=C(Nc1cccnc1Cl)c1cc(-c2ccc(Cl)cc2)on1
#3 CCCN1C2CCCC1CC(NC(=O)c1ccc(OC)cc1)C2 (centres undefined)
#4 C=CCn1c(CCNC(=O)c2ccccc2F)nnc1SCc1nc2ccccc2c(=O)[nH]1
#5 CCOc1c2ccccc2nn1CCOC
#6 Cc1ccc(NC(=O)N2CCCC2C(=O)Nc2ccc3c(c2)OCCO3)cc1 (centres undefined)
#7 COc1ccc(OC)c(NC(=O)c2ccc(OC3CSC3)cc2)c1
Compound,1,2,3,4,5,6,7
CHRM4 antagonist,-9,5,10,-21,8,-5,-1
M1 PAM,1,2,0,5,7,14,7
M1 antag,-13,3,4,-4,-4,-9,-12
CHRM5 agonist,-4,-1,-1,-1,0,-1,-8
M5 antag,7,6,6,-7,10,-6,1
TAAR1 agonist,0,0,0,14,1,-4,2
M1 ag,-7,-2,-9,-6,-2,0,-7
CHRM5 PAM,-2,3,-2,-1,1,5,3
M4 ag,1,1,1,2,0,0,-1

#8 CC(C)(C)n1cnc2cc(NC(=O)c3cccs3)ccc21
#9 COc1ccc(N(C)S(=O)(=O)c2cccc(C(=O)N3CCN(Cc4ccc5c(c4)OCO5)CC3)c2)cc1
Compound,8,9
CHRM4 antagonist,5,3
M1 PAM,-5,0
M1 antag,16,-6
CHRM5 agonist,5,1
M5 antag,-2,12
TAAR1 agonist,1,5
M1 ag,0,-3
CHRM5 PAM,4,-11
M4 ag,2,15

Further records.
nr	molecule	CHRM4 antagonist	M1 PAM	M1 antag	CHRM5 agonist	M5 antag	TAAR1 agonist	M1 ag	CHRM5 PAM	M4 ag
13	O=C(COC(=O)c1ccc(OC(F)F)cc1)Nc1cccc(S(=O)(=O)NC2=NCCC2)c1	-11	4	-7	-6	10	1	-2	1	1
14	CCOCCCn1c(SCc2nc3ccccc3s2)nc2ccccc2c1=O	-3	-10	16	2	1	12	-3	2	1
15	O=C(C1CCCC1)N1CCN(S(=O)(=O)c2cccc(Cl)c2Cl)CC1	-18	8	-8	-2	-4	3	0	0	2
16	O=C(c1cccc(F)c1)N1CCN(S(=O)(=O)Cc2ccccc2)CC1	-4	9	-5	2	3	2	-1	2	2
17	CCc1ccc(OCC(=O)NC(NC(=S)Nc2ccc(C)cc2C)C(Cl)(Cl)Cl)cc1 (centres undefined)	-7	5	-8	-2	4	6	-1	-1	2
18	O=C(NCc1ccc2c(c1)OCO2)c1cc(-n2cnnc2)ccc1Cl	9	3	-5	0	8	11	-5	-8	-1
19	O=C(CNCC1CCCO1)N1CCCc2ccccc21 (centres undefined)	1	2	-8	0	1	9	-7	0	0
20	Cc1sc2nc(C)n(/N=C/c3ccccc3)c(=O)c2c1C	4	2	1	-1	-5	22	-5	4	1
21	NS(=O)(=O)c1ccc(NC(=S)NCCc2ccccc2)cc1	0	10	-2	-1	9	54*	-2	-6	1
22	CCc1ccccc1-n1c(SCC(=O)N2CCCC2)nc2[nH]ncc2c1=O	-7	14	-17	1	6	7	-4	2	1
23	COCCOC(=O)C1=C(C)NC(=O)NC1c1ccc(OC(=O)c2ccco2)c(OC)c1 (centres undefined)	-7	2	0	5	1	17	2	-14	12
24	O=C(CSc1nnc(CN2CCOCC2)n1-c1ccccc1)Nc1ccc(Cl)cc1	-5	-7	-19	1	2	6	-1	4	0
25	O=C(CCC1CCCC1)N1CCC(N2CCN(c3ccccc3)CC2)CC1	-1	3	-2	-8	-5	1	-5	-5	0
26	Cc1c(C(=O)Nc2ccc(OCc3ccccc3)cc2)cccc1[N+](=O)[O-]	-1	-4	5	-2	-12	18	-4	6	1
27	Clc1ccc(-c2nnc(C3CC3)o2)cc1	-1	-11	6	5	9	0	-2	-12	12
28	CC1CCCCC1NC(=O)CN1CCC(NC(=O)c2cccc(F)c2)CC1 (centres undefined)	-20	2	-9	-5	1	-3	-6	-3	3
29	O=C(CSc1nc2ccncc2[nH]1)Nc1ccccc1C(F)(F)F	-5	4	-3	2	2	4	0	-4	2
30	COC(=O)c1cccc(NC(=O)c2cccc(-n3cnnn3)c2)c1	-3	6	-8	-1	2	3	0	-1	2
31	Cc1cc(NC(=O)CSc2ncc(C(F)(F)F)cc2Cl)no1	1	4	-1	3	13	3	-2	-7	0
32	Cc1nc(-c2ccc(Cl)cc2)sc1C(=O)CBr	12	13	-1	-1	13	0	-2	0	2
33	Cc1ccc([N+](=O)[O-])cc1NC(=S)NC(=O)c1ccco1	4	5	8	0	-2	0	-8	0	0
34	Cc1cc(C(C)(C)C)cc(S(=O)(=O)Nc2ccc(C(=O)O)cc2)c1C	5	7	-4	2	7	10	1	-4	4
35	O=C(NCc1cccs1)c1cc(-c2ccccn2)nc2ccc(Br)cc12	-6	4	12	2	16	2	-1	0	0
36	Cc1ccc(C(=O)NC2CCCCCC2)o1	-2	9	-11	-2	-1	3	-4	1	0
37	O=C(COc1ccc(S(=O)(=O)N2CCOCC2)cc1)N1CCc2ccccc2C1	10	4	-27	2	-1	2	-2	5	2
38	CNN/C(N=Cc1ccc([N+](=O)[O-])s1)=N\S(=O)(=O)c1cc(C)c(Cl)cc1SCc1ccccc1	3	-6	12	1	6	4	0	2	1
39	O=C(Nc1ccc(F)cc1)C1CC(=O)N(Cc2ccco2)C1 (centres undefined)	-3	1	3	-1	10	1	-2	-3	0
40	CC(C)C1C(=O)N(Cc2cn(CCC3OCCO3)nn2)CCS(=O)(=O)N1Cc1ccc(-c2cccc(N(C)C)c2)cc1 (centres undefined)	-5	11	-17	0	7	6	-2	0	6
41	CC(Oc1ccccc1Cl)C(=O)N(Cc1cccs1)C1CCS(=O)(=O)C1 (centres undefined)	-20	9	-10	-1	8	0	-1	-4	1
42	Cc1cc(C(=O)NN=C(CCC(=O)O)c2cccs2)c(C)o1	8	-2	9	-3	6	1	-3	-2	0
43	COc1ccccc1N1CCN(C(=O)C2CCN(C(=O)c3ccccc3C)CC2)CC1	-4	5	-9	-1	11	2	-1	-6	3
44	S=c1[nH]ccn1-c1cccc(Cl)c1	3	8	1	-3	19	4	-2	-9	2
45	COc1ccc(S(=O)(=O)N2CCN(c3ccccc3OC)CC2)cc1	-2	2	-10	-4	5	4	-2	-5	1
46	CCOC(=O)CC(=O)CSc1nc2c(cc1C#N)CCCCC2	1	-4	4	-10	9	2	-2	-13	1
47	O=C(NC(=S)NCc1ccco1)c1ccccc1	-21	9	-17	-4	-19	0	-5	5	2
48	CC(C)(C)OC1NS(=O)(=O)OCC1NCOC(Cl)(Cl)Cl (centres undefined)	0	6	-4	-2	0	0	-3	12	1
49	CCC1CCCCN1S(=O)(=O)c1ccc(NC(=O)CSc2ncccc2C(=O)O)cc1 (centres undefined)	-13	3	-16	0	2	6	-2	-6	-1

Some of the compounds tested; rates above refer to the full screens.
